High-throughput results from PubChem BioAssay.
PI4K2A block – inhibitors of human PI4K2A; purified PI4K2A, ADP-Glo luminescence, 1 h; active compounds read low; 420,000 tested, 0.13% active; activity change, negative = inhibition, % at 76.9 µM; AID 1346378; in the data active means activity change below about -50%;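 further: -100% = wells without enzyme as full effect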
Target sequence (Q9BTU6 whole entry, looked up): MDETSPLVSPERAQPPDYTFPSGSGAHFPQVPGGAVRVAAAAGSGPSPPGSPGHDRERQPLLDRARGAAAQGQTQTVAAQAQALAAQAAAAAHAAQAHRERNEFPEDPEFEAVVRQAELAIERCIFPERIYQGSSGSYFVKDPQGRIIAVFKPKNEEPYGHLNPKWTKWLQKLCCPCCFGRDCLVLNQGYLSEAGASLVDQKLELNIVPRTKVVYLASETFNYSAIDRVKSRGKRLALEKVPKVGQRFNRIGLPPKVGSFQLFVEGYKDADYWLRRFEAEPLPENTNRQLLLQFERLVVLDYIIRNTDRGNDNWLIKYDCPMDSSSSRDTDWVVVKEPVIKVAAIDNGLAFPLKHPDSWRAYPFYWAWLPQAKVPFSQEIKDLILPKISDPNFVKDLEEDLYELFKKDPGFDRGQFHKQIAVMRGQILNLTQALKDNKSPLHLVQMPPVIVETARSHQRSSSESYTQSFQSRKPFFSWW
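In this quantitative HTS, ADP production by PI4K2A was quantified luminescently after 1 h at ambient temperature; 100 microM adenosine served as plate-quality control.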
Starred values were filed as active, the others as inactive; i = inactive; & = joins results of further samples. These rows are one share of the data (hit frequency here may not be typical).

SMILES,PI4K2A block
Cc1ccc(S(=O)(=O)N2C[C@H]3[C@H]4C(=O)N(C5CCCCC5)C(=O)[C@H]4CC(=O)[C@H]3[C@@H]2c2cccc3ccccc23)cc1,-2
CC(C)NC(=O)C1(C)CN(S(C)(=O)=O)CC(=O)N1CCc1ccccc1F (stereo unspecified),-6
C#CCNC(=O)C[C@H]1C[C@@]2(C(=O)OC)C(=C[C@H](COCc3ccccc3)O[C@@H]2C)N(Cc2cccc3ccccc23)C1=O,1
Cc1cccc(NC(=O)C[C@H]2CC[C@H]3[C@@H](COc4ccc(NC(=O)Nc5ccccc5)cc4C(=O)N3C)O2)c1,-1
Cc1ccccc1Cn1c(C)c(C(=O)NCc2cccc(C(F)(F)F)c2)sc1=O,-1
C[C@H]1[C@@H](OC(=O)Nc2ccccc2F)CC[C@@]23CCCN2C(=O)CCC[C@@H]13,-3
Cc1cn([C@H]2C[C@H](O)[C@@H](/C=C/C(=O)NCCN3CCOCC3)O2)c(=O)[nH]c1=O,0
CCc1nc2ccc(C(=O)NCCc3ccccn3)cn2c1N(C)Cc1cccs1,-1
COC(=O)Cn1c2ccccc2c(=O)n1C(C)CBr (stereo unspecified),-7
CC(C)c1cc(C(=O)N(C2CCCCC2)C2CCCCC2)no1,3

Next structures.
SMILES,PI4K2A block
Cn1nc(C(C)(C)C)cc1NC(=O)C1(C)CCN1C(=O)CC(c1ccccc1)c1ccccc1 (stereo unspecified),3
O=C(NC1CCCCC1)c1nc(-c2c(F)cccc2F)oc1-c1ccccc1,-1
Cc1cc(-c2ccc(F)cc2)n2ncc(-c3ccccc3)c2n1,-3
COc1ccc(-c2coc3c(C(=O)NCc4ccccc4)cccc23)c(C)c1,3
CC[C@H](CCCc1ccc(OC)cc1)CCC(=O)N1CCOCC1,0
COc1ccc(C(=O)c2[nH]c(N)c(C(N)=O)c2-c2ccc(OC)c(OC)c2)cc1,-13
CC(=C(CCOC(=O)C(C)C)SSC(CCOC(=O)C(C)C)=C(C)N(C=O)Cc1cnc(C)nc1N)N(C=O)Cc1cnc(C)nc1N,-3
CCOC(=O)C1=CCN(S(=O)(=O)c2ccc(C)cc2)C1c1ccc(C(C)C)cc1 (stereo unspecified),2
CCN(C(=O)[C@@H]1CC(=O)O[C@@H]1c1ccccc1)c1ccccc1,-7
COCCNC(=O)C1(C)CCCN(C(=O)c2ccc3snnc3c2)C1 (stereo unspecified),4

(cont.)
SMILES,PI4K2A block
Cc1cc2c(cc1C)-n1nnnc1C(N1CCN(c3ccccn3)CC1)C(c1ccc3c(c1)OCO3)=N2 (stereo unspecified),-5
C[C@@H]1CCN(C2CC2)S(=O)(=O)c2c(cccc2N2CC[C@H](N(C)C)C2)O1,0
CC(=O)Nc1ccc(NC(=O)CSc2nnc(-c3n[nH]c4c3CCC4)n2N)cc1,-2
NC(=O)c1ncn([C@@H]2O[C@H](CO)[C@@H](O)[C@H]2O)c1N,2
O=C(NCc1ccc(F)cc1)c1cc(C2CCCCN2C(=O)C2CCCCC2)on1 (stereo unspecified),-4
O=C(NCc1ccc(F)cc1)c1cc(C2CCCCN2C(=O)c2cccs2)on1 (stereo unspecified),3
CCc1nc2c(OCC(=O)C(C)(C)C)cccn2c1N(C=O)CC(=O)N(C)C,-2
CCCN(C)C1CN(Cc2cn(Cc3ccccc3)nn2)S(=O)(=O)C1 (stereo unspecified),-4
CCCC(=O)N1CCC1(C)C(=O)Nc1ccc(OC(F)F)cc1 (stereo unspecified),0
CC(=O)Nc1cncc(-c2cnn(CC(C)C)c2)n1,-4

(more compounds)
SMILES,PI4K2A block
CC1OC(COCc2ccccc2)Cc2[nH][nH]c(=O)c21 (stereo unspecified),-6
COC(=O)C1CN(Cc2ccc(C)cc2)CCS(=O)(=O)N1Cc1cn(Cc2ccc(OC)cc2)nn1 (stereo unspecified),-4
S=c1[nH]nc(-c2n[nH]c3c2CCC3)n1N=Cc1ccc(OCc2ccccc2)cc1,2
O=C1NC(=S)SC1=Cc1ccccn1,-4
O=[N+]([O-])c1nccn1CCCCCCN1CCOCC1,-5
c1ccc2c(C(c3nnnn3-c3ccc4c(c3)OCCO4)N3CCOCC3)ccnc2c1 (stereo unspecified),-5
NC(CO)c1csc(Nc2ccc(C(=O)c3ccccc3)cc2)n1 (stereo unspecified),-3
Cc1ccc2c(n1)Oc1ccc(C(C)C(=O)OCC(=O)N(C)C)cc1C2 (stereo unspecified),-1&0
CC1(C(=O)NS(=O)(=O)c2ccc(F)cc2F)CCN1C(=O)Cc1ccc(-c2ccccc2)cc1 (stereo unspecified),-2
CCC(=O)N1CCC1(C)C(=O)Nc1ccccc1 (stereo unspecified),1

Following part.
SMILES,PI4K2A block
CC(C)C(=O)N1CCCC1(C)C(=O)Nc1cccc(Oc2ccccc2)c1 (stereo unspecified),-2
Cc1c(C(=O)NCCC#N)sc(=O)n1Cc1ccc(C(=O)N(C)C)cc1,1
O=C1NC[C@H](Cc2ccc(O)cc2)N(C[C@@H]2CCCN2C[C@H](Cc2ccccc2)N2C[C@H](Cc3ccccc3)N(CCc3ccccc3)C(=O)C2=O)C1=O,2
O=C(Nc1ccc2c(c1)OCCO2)C(C1CC1)N1CCN(c2ccc(C(F)(F)F)cn2)CC1 (stereo unspecified),-2
O=c1[nH]c(=O)c2[nH]c(=O)[nH]c2[nH]1,i
CCOC(=O)c1cccc(NC(=O)CN(C)S(=O)(=O)c2ccc(-c3cocn3)s2)c1,-1
Cc1ccc(CN2CC(N3CCN(C4CCN(C)CC4)CC3)CS2(=O)=O)cc1 (stereo unspecified),-1
COC(=O)c1cn(-c2ccc3c(c2)[C@@]2(CC(=O)N(C)C2c2ccccc2)C(=O)N3CC(C)C)nn1 (stereo partly specified),4
O=C(NCc1cccc(C(F)(F)F)c1)C1C(=O)Nc2ccccc2C(=O)N1Cc1ccccc1 (stereo unspecified),3
Cc1ccc2nc(C(C)(C)C)c(Cc3cccc(F)c3)n2c1,-5

Other records:
SMILES,PI4K2A block
CCOC(=O)[C@@]12CCC3=C1N(CCC3)C(=O)[C@H](CC(=O)NCc1cccc3ccccc13)C2,-6
COc1cccc(C2=Cc3ccc(F)cc3C(CC(C)=O)N2c2ccc(-c3cc(OC)c(OC)c(OC)c3)cc2)c1 (stereo unspecified),4
CCNC(=O)c1cc2c(c(-c3cccc(-c4cncnc4)c3)n1)[C@H](CCO)N(C(C)=O)C2,-12
Cc1ccc(-n2c(SCC(=O)Nc3ccccc3-c3ccccc3)nnc2-c2cnccn2)cc1,-2
CC(C)(C)OC(=O)NC1CCN(c2nc(-c3ccc(Br)cc3)cs2)CC1,-3
CCCCC1Cc2[nH]c(=S)[nH]c(=O)c2C(C(C)C)O1 (stereo unspecified),-2
Nc1nc2ccccc2n1S(=O)(=O)c1ccc([N+](=O)[O-])cc1,-1
Cc1nc(N2CCN(C(=O)C3CCCCC3)CC2)c2c3c(sc2n1)CCCC3,-4
COc1cccc(/C=C2\CC3(OC(=O)C(C)(C)C)CCCN2C3)c1 (stereo unspecified),-5
CCOC(=O)C1=CC[C@@H](c2ccncc2)N(S(=O)(=O)c2ccc(C)cc2)C1,-4

Next structures.
SMILES,PI4K2A block
O=C(Nc1ccccc1)c1cc(C2CCCCN2C(=O)CCCc2ccccc2)on1 (stereo unspecified),0
CCNC(=O)C1(C)CCN(C(=O)c2ccc3c(c2)CCO3)C1 (stereo unspecified),-1
CCC(C(=O)NCc1ccccc1)n1c(CSCCOc2ccccc2)nc2ccccc21 (stereo unspecified),-5
CCOC(=O)[C@]12CCCC=C1N(Cc1ccc(Cl)cc1Cl)C(=O)[C@H](CC(=O)NCc1ccc(OC)c(OC)c1)C2,-1
Cc1ccccc1NC(=O)OCCN1CCCC12CCC(c1ccccc1)CC2 (stereo unspecified),-4
CC(C)N1CCC1(C)C(=O)Nc1cccc(C#N)c1 (stereo unspecified),6
O=C(Nc1cccc(Br)c1)OC1CC2CC1[C@H]1CCCCN1[C@H]2Cc1ccccc1 (stereo partly specified),5
CC1(C(=O)Nc2ccc(F)c(Cl)c2)Cc2c(-c3ccc(C(N)=O)cc3)ccnc2O1 (stereo unspecified),-3
Nc1[nH]c(C(=O)c2ccc(Br)cc2)c(-c2ccc(Br)cc2)c1C(=O)N1CCCCC1,0
COc1cc2[nH]c(C)c(-c3ccccc3)c(=O)c2cc1Cl,-4

New compounds follow.
SMILES,PI4K2A block
CC(=O)c1cccc(-c2ccnc3c2CC(C(=O)N2CCN(C)CC2)O3)c1 (stereo unspecified),-1
O=C(NCc1c(Cl)cccc1Cl)c1[nH]c(C(F)(F)F)nc1-c1ccccc1,1
NC(=O)C(c1ccccc1)(c1ccccc1)[C@@H]1CCN(CCc2ccc3c(c2)CCO3)C1,3&-8
NC(=O)c1csc(-c2ccc(CO)o2)n1,-4
O=C1c2ccccc2C(c2nnnn2-c2ccc3ccccc3c2)N1C1CC1 (stereo unspecified),0
CCc1nc2ccc(C(=O)NCCN3CCNC3=O)cn2c1N(CC)Cc1cccc(Br)c1,-1
O=C1CCCCC(=O)[C@H](O)C[C@H](COCc2ccccc2)O1,5
COc1ccc(Cc2c(C(C)(C)C)nc3ccc(C)cn23)c(C)c1,-21
CCNC(=O)C1(C)CCCN(C(=O)c2ccc(F)c(C)c2)C1 (stereo unspecified),9
CC1(C(=O)NCc2cccc3ccccc23)CCN1Cc1cc2ccccc2o1 (stereo unspecified),-2

(continued)
SMILES,PI4K2A block
CC1(C(=O)NS(=O)(=O)c2cccs2)CCN1C(=O)C1(c2ccccc2)CCCC1 (stereo unspecified),-3
COCCNc1nc2cc(-c3ccccc3C)sc2c(=O)n1C,-1
CCNC(=O)C1CCCN(C(=O)c2ccc(N(C)C)cc2)CC1 (stereo unspecified),6
CC[C@H]1OC(=O)[C@H](C)[C@@H](O[C@H]2C[C@@](C)(OC)[C@@H](O)[C@H](C)O2)C(C)[C@@H](O[C@@H]2O[C@H](C)C[C@H](N(C)C)[C@H]2O)[C@](C)(O)C[C@@H](C)CN(C)[C@H](C)[C@@H](O)[C@]1(C)O (stereo partly specified),0
CC(C)C[C@H](NC(C)(C)C(=O)NC1CCCCC1)C(=O)NCCc1c[nH]c2ccccc12,-1
Nc1nc2c(ncn2[C@@H]2O[C@H](CNC(=O)[C@H](N)C3CCCCC3)[C@@H](O)[C@H]2O)c(=O)[nH]1,6
C#Cc1ccc(NC(=O)C2(C)CCN2C(=O)Cc2ccc(C(C)(C)C)cc2)cc1 (stereo unspecified),-9
O=C(Nc1ccc2c(c1)OCCO2)C(C1CC1)n1c(=O)c(-c2ccco2)nc2ccccc21 (stereo unspecified),-2
COC(=O)N1CCCCC1c1cc(C(=O)NCc2cccnc2)no1 (stereo unspecified),-1
CCCCC[C@@H](C)N1C[C@@H](COCc2ccccc2)Oc2cc(N3CC[C@@H](N(C)C)C3)ccc2S1(=O)=O,-6

Remaining list, next part.
SMILES,PI4K2A block
CCCCNC(=O)C[C@@H]1C[C@@]2(C(=O)OCC)CCC=C2N(Cc2ccc3c(c2)OCO3)C1=O,0
O=C(O)CCn1c2c(c3ccccc31)C[C@H](NS(=O)(=O)c1ccc(F)cc1)CC2,1
CCCNC(=O)C1(C)CCCN(C(=O)c2cc(C)n(C(C)(C)C)n2)C1 (stereo unspecified),-2
COc1ccc(NC(=O)C2(C)CCN2C2Cc3ccccc3C2)cc1OC (stereo unspecified),0
COC(=O)[C@]12CCCCC=C1N(Cc1cccc3ccccc13)C(=O)[C@H](CC(=O)NCC13CC4CC(CC(C4)C1)C3)C2,1
CC1Cn2c(Cc3ccccc3)nnc2S1 (stereo unspecified),-4
CCc1nc2ccc(C(=O)Nc3cc(-c4ccccc4)ccc3OC)cn2c1N(C=O)CCC(C)C,2
CC(C)C[C@H]1CN(CCCC[C@H]2CNC(=O)C(=O)N2Cc2ccccc2)C(=O)C(=O)N1CC1CCCCC1,0
COc1cc(CNC(=O)Nc2nc(C(N)c3ccccc3)cs2)cc(OC)c1OC (stereo unspecified),-2
COC[C@H]1CCCN1[C@@H]1CS(=O)(=O)N[C@H]1COCc1ccccc1,-3

Arranged by number of heavy atoms (lowest first): some entries from above
SMILES,PI4K2A block
CC1Cn2c(Cc3ccccc3)nnc2S1 (stereo unspecified),-4
CCNC(=O)C1CCCN(C(=O)c2ccc(N(C)C)cc2)CC1 (stereo unspecified),6
COC[C@H]1CCCN1[C@@H]1CS(=O)(=O)N[C@H]1COCc1ccccc1,-3
CCCNC(=O)C1(C)CCCN(C(=O)c2cc(C)n(C(C)(C)C)n2)C1 (stereo unspecified),-2
COc1ccc(NC(=O)C2(C)CCN2C2Cc3ccccc3C2)cc1OC (stereo unspecified),0
O=C(O)CCn1c2c(c3ccccc31)C[C@H](NS(=O)(=O)c1ccc(F)cc1)CC2,1
COc1cc(CNC(=O)Nc2nc(C(N)c3ccccc3)cs2)cc(OC)c1OC (stereo unspecified),-2
CC(C)C[C@H](NC(C)(C)C(=O)NC1CCCCC1)C(=O)NCCc1c[nH]c2ccccc12,-1
CCCCNC(=O)C[C@@H]1C[C@@]2(C(=O)OCC)CCC=C2N(Cc2ccc3c(c2)OCO3)C1=O,0
CCc1nc2ccc(C(=O)Nc3cc(-c4ccccc4)ccc3OC)cn2c1N(C=O)CCC(C)C,2
CCCCC[C@@H](C)N1C[C@@H](COCc2ccccc2)Oc2cc(N3CC[C@@H](N(C)C)C3)ccc2S1(=O)=O,-6
CC(C)C[C@H]1CN(CCCC[C@H]2CNC(=O)C(=O)N2Cc2ccccc2)C(=O)C(=O)N1CC1CCCCC1,0
COC(=O)[C@]12CCCCC=C1N(Cc1cccc3ccccc13)C(=O)[C@H](CC(=O)NCC13CC4CC(CC(C4)C1)C3)C2,1
CC[C@H]1OC(=O)[C@H](C)[C@@H](O[C@H]2C[C@@](C)(OC)[C@@H](O)[C@H](C)O2)C(C)[C@@H](O[C@@H]2O[C@H](C)C[C@H](N(C)C)[C@H]2O)[C@](C)(O)C[C@@H](C)CN(C)[C@H](C)[C@@H](O)[C@]1(C)O (stereo partly specified),0
